Screening results as filed in PubChem BioAssay.
GPR7 antag – antagonists of human GPR7 (neuropeptides B/W receptor 1) | actives 1.1% (n = 290,000) | P48145 | GPR7-expressing cells, fluorescence antagonist assay | inhibition, % at 4.4 µM; in the data active = inhibition above about 16%, passing the limit was not always enough;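 also: cells stimulated with the agonist NPW; 0% = agonist with vehicle and 100% = vehicle without agonist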
Target sequence (P48145 whole entry, looked up): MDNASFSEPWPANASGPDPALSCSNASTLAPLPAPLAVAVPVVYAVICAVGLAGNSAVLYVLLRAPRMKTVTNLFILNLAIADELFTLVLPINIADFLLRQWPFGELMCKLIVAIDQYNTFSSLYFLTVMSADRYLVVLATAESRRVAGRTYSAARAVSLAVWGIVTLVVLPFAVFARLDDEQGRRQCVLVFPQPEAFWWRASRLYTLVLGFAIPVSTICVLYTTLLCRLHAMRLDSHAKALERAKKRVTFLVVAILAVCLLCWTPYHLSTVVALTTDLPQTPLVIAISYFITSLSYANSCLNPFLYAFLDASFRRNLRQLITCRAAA
OXTR potentiator – human OXTR potentiation | P30559 | CHO-OTR cells, Fluo-8 calcium fluorescence, potentiator mode; 0% = oxytocin EC15, 100% = EC100 | activation, % at 3 µM | actives 0.061% (n = 320,000);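 active = activation above that plate's cutoff, the mean activation of tested compounds plus 3 SD, cut at about 6.6% in these data, passing the limit was not always enough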;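 also: 100% uses oxytocin at 75 nM as the full agonist control; some results filed as inactive read as strong as hits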
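Assay system: CHO-OTR cells, human receptor / Also added: oxytocin at about EC15, sub-maximal agonist stimulus / Dosing: single dose, 3.0 µM nominal final compound concentration / Incubation: 6 min pre-incubation, 100 s read / Technique: Fluo-8 calcium dye fluorescence / Read-out: % activation vs EC15 and EC100 oxytocin / Benchmarks: EC15 oxytocin low, 75 nM oxytocin high / Replicates: singlicate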
V1R ag counter – V1a receptor agonism, counter-screen for OXTR agonists. P37288. CHO-V1R cells, Fluo-8 calcium fluorescence, agonist mode; 0% DMSO, 100% 3 nM vasopressin. activation, % at 3 µM. actives 0.25% (n = 320,000);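 active = activation above the mean activation of all tested compounds plus 3 SD, per screening run, cut at about 20% in these data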;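 also: signal is peak over basal fluorescence ratio across a 100 second FLIPR read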
Target sequence (P37288 whole entry, looked up): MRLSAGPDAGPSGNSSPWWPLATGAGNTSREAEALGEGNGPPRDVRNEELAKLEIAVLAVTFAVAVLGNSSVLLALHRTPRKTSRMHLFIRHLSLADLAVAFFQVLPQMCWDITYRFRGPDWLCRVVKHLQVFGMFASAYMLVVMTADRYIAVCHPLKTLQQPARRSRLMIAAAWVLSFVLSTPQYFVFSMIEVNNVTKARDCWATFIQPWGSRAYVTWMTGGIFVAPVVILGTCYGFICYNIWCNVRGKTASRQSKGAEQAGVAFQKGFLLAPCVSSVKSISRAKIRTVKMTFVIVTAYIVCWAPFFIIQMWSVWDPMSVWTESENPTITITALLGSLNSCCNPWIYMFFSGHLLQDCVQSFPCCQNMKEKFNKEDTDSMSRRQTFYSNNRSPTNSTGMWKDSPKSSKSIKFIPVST
TAAR1 antagonist – antagonists of human TAAR1; actives 1.5% (n = 360,000); CHO RD-HGA16 TAAR1, Fluo-8 calcium fluorescence, antagonist; inhibition, % at 3 µM;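 active = inhibition above a per-plate cutoff, the mean inhibition of test compounds on that plate plus 3 SD, cut at about 49% in these data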;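 also: 0% = DMSO plus EC80 beta-PEA response and 100% = DMSO alone without agonist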
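Assay system: RD-HGA16 CHO cells with stable hTAAR1 and Gα16 / Reagent: EC80 β-phenethylamine stimulus / Doses: 3 µM, single point / Timing: dye loading 75 min at 37 °C, then 30 min room temperature / Measured by: Fluo-8 intracellular calcium dye fluorescence, real-time kinetic reads / Controls: vehicle wells and EC80 agonist wells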
CHO parental Ca – counter-screen for OX1R antagonists: effect in parental CHO cells. parental CHO-K1, ATP-induced calcium, Fluo-8 fluorescence. inhibition, % at 5.6 µM. actives 0.63% (n = 330,000). AID 463079;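 active = inhibition above that plate's mean sample inhibition plus 3 SD, cut at about 26% in these data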;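 also: 0% = ATP-challenged DMSO wells and 100% = DMSO wells without ATP; some compounds past the cut are filed as inactive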
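Test system: parental CHO cells; detection: calcium-sensitive Fluo-8 fluorescence; evaluation: percent inhibition of calcium signal; also added: ATP as calcium-mobilizing challenge; repeats: one well per compound; control set: ATP-challenged DMSO wells low, unchallenged DMSO wells high; compound: single nominal dose of 5.6 µM per compound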
OXTR agonist – activates the human oxytocin receptor; AID 2435; P30559; CHO-OTR cells, Fluo-8 calcium fluorescence; normalized: DMSO 0%, oxytocin 100%; activation, % at 3 µM; actives 0.32% (n = 320,000);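 active = activation above the mean of all tested compounds plus 3 SD, cutoff set per screening run, cut at about 20% in these data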;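 also: peak over basal fluorescence ratio from a 100 s FLIPR kinetic read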
CHO-K1 Ca antag – M1 antagonist counterscreen hit in parental CHO-K1 cells; ATP-induced calcium, Fluo-8 fluorescence; inhibition, % at 3 µM; actives 0.6% (n = 360,000); AID 602250;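 active = inhibition above a per-plate cutoff, the plate's mean sample inhibition plus 3 SD, cut at about 24% in these data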;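 also: 0% = DMSO plus EC80 ATP and 100% = DMSO alone without ATP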
M1 PAM parental – counter-screen for M1 PAMs: effect in parental CHO-K1 cells. ATP EC20, Fluo-8 calcium fluorescence; 0% at ATP EC20, 100% at ATP max. activation, % at 3 µM. actives 0.02% (n = 360,000). AID 602247;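 active = activation above the run cutoff, the mean activation of all test compounds plus 3 SD, cut at about 40% in these data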;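 also: peak over basal fluorescence ratio in a 140 s read after ATP addition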
M1 ag parental – nonselective activator or artifact in parental CHO-K1 cells; Fluo-8 calcium fluorescence; scaled to maximal ATP response, vehicle zero; activation, % at 3 µM; actives 0.48% (n = 360,000); AID 602248; in the data active = activation above about 15%;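 also: untransfected CHO-K1 host cells lacking M1 receptor as counterscreen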
Numbers without * were called inactive; / = not tested or not shown.

SMILES	GPR7 antag	OXTR potentiator	V1R ag counter	TAAR1 antagonist	CHO parental Ca	OXTR agonist	CHO-K1 Ca antag	M1 PAM parental	M1 ag parental
CCS(=O)(=O)n1nc(-c2cccnc2)nc1NCc1ccc(F)cc1	-8	2	3.2	-17	-22	-0.2	-13	16	0.9
Cc1ccc(/C=N/NC(=O)Cc2c(F)cccc2Cl)s1	-34	-9	-0.6	5	-8	-0.5	-3	4	2.1
Cc1ccccc1C(=O)NC(=S)NC1CCS(=O)(=O)C1 (stereo not drawn)	-6	-6	-0.2	-6	4	0.2	-12	15	2.0
CCC(=O)Nc1ccc(S(=O)(=O)N2CCC(c3nc4ccccc4[nH]3)CC2)cc1	/	3	2.0	-24	-22	1.6	-5	13	0.7
Cc1noc(/C=C/N(C)C)c1S(=O)(=O)N1CCCC(C(=O)NCc2ccco2)C1 (stereo not drawn)	-14	-2	0.0	-8	8	0.1	-2	12	1.9
CC(C)Cc1cc(-c2ccco2)c(C#N)c(N)n1	-16	-7	0.8	/	-19	-1.6	-8	2	0.1
O=C(CSc1nccn1Cc1ccccc1)NC1CCCC1	10	-12	1.1	-18	-4	-0.5	7	-23	0.1
O=[N+]([O-])c1ccccc1CCc1ccccc1[N+](=O)[O-]	/	/	/	50*	/	/	1	-13	0.0
COc1cccc(C(=O)N2CCN(Cc3nc(CC4CC4)no3)CC2)c1	-8	-4	0.9	-24	-2	-0.1	-12	4	0.1
O=C(Nc1ccc(S(=O)(=O)Nc2ncccn2)cc1)c1cccc([N+](=O)[O-])c1	/	/	/	-20	/	/	-16	13	1.0
CN1CCN(NC(=O)c2ccc(COc3ccccc3Br)o2)CC1	-15	-10	1.4	-27	-4	0.3	-9	13	1.9
CC(OC(=O)c1cc(-c2cccnc2)nc2ccccc12)C(=O)Nc1ccc2ccccc2c1 (stereo not drawn)	-3	-7	1.3	51*	-25	-0.9	21	-4	3.2
O=C(O)CCCn1nc(-c2ccccc2)c2ccccc21	-3	-2	2.2	-8	2	0.6	-9	22	0.7
CCn1c(=O)n(CC)c2cc(N3CCCC3)c(NC(=O)c3ccc(OC)c(Br)c3)cc21	-11	-4	-1.8	5	-35	-3.1	11	-12	0.0
CCCC(N)CCCCCC(=O)O (stereo not drawn)	-7	/	/	-1	/	/	-6	7	-0.2
COc1ccc(CN(C)C(=O)c2cc(-c3ccc(C)cc3C)nc3ccccc23)c(OC)c1OC	-20	-8	0.9	73*	-28	-1.3	5	5	6.2
COC(=O)[C@]1(C)N[C@H](CN(C)C(=O)c2ccccc2)[C@@H]2C(=O)N(C)C(=O)[C@@H]21	/	-4	0.7	-5	-10	1.0	-16	0	0.4
COc1ccccc1-n1c(C)cc(SC)c(C(C)=O)c1=S	1	-8	0.8	14	-13	-0.2	-7	16	0.0
O=C(CCNC(=O)Cn1ccc2ccccc2c1=O)NCCN1CCN(c2ccccc2F)CC1	0	-9	0.1	-17	-9	-1.1	-10	15	1.1
O=C(CSc1ccsc1[N+](=O)[O-])N1CCN(c2ccccn2)CC1	1	-2	-0.6	15	-11	-0.6	1	4	0.1

Individual results from above:
In M1 PAM parental, O=C(O)CCCn1nc(-c2ccccc2)c2ccccc21 has the entry 22
In V1R ag counter, O=C(CSc1ccsc1[N+](=O)[O-])N1CCN(c2ccccn2)CC1 has the entry -0.6

(more compounds)
SMILES	GPR7 antag	OXTR potentiator	V1R ag counter	TAAR1 antagonist	CHO parental Ca	OXTR agonist	CHO-K1 Ca antag	M1 PAM parental	M1 ag parental
c1ccc2c(c1)[nH]c1c(N3CCC4(CC3)OCCO4)ncnc12	5	-32	8.9	/	60*	11	-13	18	7.2
Cc1ncn(C23CC4CC(CC(O)(C4)C2)C3)n1	-8	-6	0.5	-9	2	0.4	-3	-5	-0.3
CC(C)c1nnc(SCC(=O)NC2CCCC2)n1C	-9	-1	0.8	9	5	0.4	-2	11	0.9
COc1cc(Cl)ccc1OCc1cc(C(=O)N2CCCCC2c2cccnc2)no1 (stereo not drawn)	-12	-11	5.8	-5	-27	4.7	-4	-2	9.8
CC(C)C[C@H]1CN([C@@H](Cc2ccc(O)cc2)CN2CCC[C@H]2CN2C(=O)C(=O)NC[C@@H]2Cc2ccccc2)C(=O)C(=O)N1CC1CCCCC1	/	/	/	4	/	/	-3	9	0.2
O=C(NC1CCCC1)c1ccc(CN2CCOCC2)cc1	-3	-3	0.5	-26	16	0.6	10	13	0.1
COc1ccc(C2C=C(c3ccc(Br)s3)Nc3ncnn32)cc1OC (stereo not drawn)	3	-23	17	/	-7	23*	/	/	/
C[C@@H]1ON(C)[C@H]2C[C@H]3c4[nH]c5ccc(-c6ccc7c(c6)OCO7)cc5c4CCN3C[C@@H]12	/	/	/	36	/	/	3	5	2.6
O=C1OC(CC(=O)N(Cc2nnc(-c3ccccc3Cl)o2)C2CC2)c2ccccc21 (stereo not drawn)	/	-3	0.4	8	-21	-0.6	-13	6	1.8
COc1ccc(N(Cc2ccccc2)S(=O)(=O)c2cc(C(=O)O)ccc2Cl)cc1	-11	-6	-0.1	11	-9	0.6	-14	10	0.3
CC1CN(C(=O)N[C@@H](Cc2ccccc2)C(=O)O)CC(C)O1 (stereo partly drawn)	-7	-16	1.4	-1	-7	-0.5	-13	15	0.5
C=CCN1C(=NC(=O)CCC)SC2CS(=O)(=O)CC21 (stereo not drawn)	-2	-3	0.1	9	-2	0.8	0	15	0.4
Cc1ccc(NC(=O)CCn2cc(C(F)(F)F)ccc2=O)cc1	-6	-4	1.0	-19	-8	-1.0	-20	25	0.2
COc1ccccc1CNC(=O)N1CCN(S(=O)(=O)c2ccc(C)cc2)CC1	-2	-2	1.0	-13	-6	1.0	-12	14	0.3
CC(C)(C)NC(=O)COC(=O)c1ccccc1NC(=O)c1ccco1	0	-3	0.2	7	-13	-1.0	-16	10	1.9
O=C1c2cccc3cccc(c23)C(=O)N1c1cccc(O)c1	4	-17	3.9	-4	-7	2.3	-6	13	6.9
CCN(CC)CCOc1ccccc1OC	1	2	1.1	-7	-4	0.7	4	17	0.7
COc1ccc(CN2CCC(CO)(Cc3ccccc3)CC2)cc1Cn1cccn1	-6	-11	-0.5	-6	-10	1.3	-6	-15	0.4
COc1cc(Cl)ccc1OCc1cc(C(=O)N2CCC(N(C)C)C2)no1 (stereo not drawn)	-2	-12	1.1	-6	-10	0.3	-6	3	0.6
CC(=O)OCCNc1cc(SC(C)C)c2nonc2c1[N+](=O)[O-]	-14	-7	1.0	-20	-11	0.3	-10	19	1.4
CCN(CC)CCNC(=O)c1ccc(NC(=O)c2cc(-c3ccncc3)nc3ccccc23)cc1	/	-2	0.1	1	-17	1.0	-2	-12	0.0
Cc1cccc(Nc2ccc3nonc3c2[N+](=O)[O-])c1C	8	-1	0.1	-5	3	-0.6	-5	15	0.6
S=c1[nH]nc(-c2ccccc2Br)n1Cc1ccccc1	19	-4	-1.4	0	-5	-0.8	-12	22	0.1
Cn1cnnc1Sc1ccc(C(=O)OCC(=O)NC2CC2)cc1[N+](=O)[O-]	-5	/	/	-6	/	/	-9	17	1.1
COc1ccc(N(C)C(=O)CN(C)S(=O)(=O)c2ccc3c(c2)c(=O)n(C)c(=O)n3C)c(OC)c1	-14	5	1.3	-12	-6	-0.1	-9	9	0.3
CC(C(Sc1ccccc1N)c1ccccc1)[N+](=O)[O-] (stereo not drawn)	-8	-3	-0.4	-38	-5	-0.9	1	18	1.6
COC(=O)[C@]1(C)N[C@H](CN(C)S(=O)(=O)c2ccc(C)cc2)[C@@H]2C(=O)N(Cc3ccccc3)C(=O)[C@@H]21	/	-3	0.9	-11	-23	-0.4	16	-14	-0.2
Cc1ccc([N+](=O)[O-])c(OCC(=O)OCC(=O)c2ccccc2)c1	7	-13	4.5	12	-13	1.0	-6	22	0.9
Cc1cccc(NC(=O)CNC(=O)[C@H]2O[C@@H](n3cnc4c(N)ncnc43)[C@H](O)[C@@H]2O)c1C	/	/	/	-4	/	/	-10	16	0.5
COc1cc(OC)c(NC(=O)c2c(-c3ccccc3)noc2C)cc1Cl	-6	-5	-0.5	38	-6	-0.6	3	11	0.1
CCN1CCN(C(=S)c2ccc(Br)cc2)CC1	-15	-2	0.6	3	-7	0.0	5	-4	0.1
COc1ccc(CNC(=O)c2cnc3n(c2=O)CCS3)cc1	3	-4	0.1	-2	-4	0.0	-6	19	0.0

In the list so far, these have an aryl thioether with sulfur outside any ring.
SMILES	GPR7 antag	OXTR potentiator	V1R ag counter	TAAR1 antagonist	CHO parental Ca	OXTR agonist	CHO-K1 Ca antag	M1 PAM parental	M1 ag parental
O=C(CSc1nccn1Cc1ccccc1)NC1CCCC1	10	-12	1.1	-18	-4	-0.5	7	-23	0.1
COc1ccccc1-n1c(C)cc(SC)c(C(C)=O)c1=S	1	-8	0.8	14	-13	-0.2	-7	16	0.0
O=C(CSc1ccsc1[N+](=O)[O-])N1CCN(c2ccccn2)CC1	1	-2	-0.6	15	-11	-0.6	1	4	0.1
CC(C)c1nnc(SCC(=O)NC2CCCC2)n1C	-9	-1	0.8	9	5	0.4	-2	11	0.9
CC(=O)OCCNc1cc(SC(C)C)c2nonc2c1[N+](=O)[O-]	-14	-7	1.0	-20	-11	0.3	-10	19	1.4
Cn1cnnc1Sc1ccc(C(=O)OCC(=O)NC2CC2)cc1[N+](=O)[O-]	-5	/	/	-6	/	/	-9	17	1.1
CC(C(Sc1ccccc1N)c1ccccc1)[N+](=O)[O-] (stereo not drawn)	-8	-3	-0.4	-38	-5	-0.9	1	18	1.6
